Cardio protect: protects H9c2 cardiomyocytes from peroxide injury; H2O2 injury protection, ATPLite, 2 h; protection from H2O2 cell death, % at 20 µM; hit rate 0.63% among 360,000; AID 588492;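 active = compounds giving at least 50% protection of heart cells from peroxide-induced death in the single-dose screen, raw or plate-pattern-corrected value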;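 also: 0% = DMSO wells with peroxide and 100% = DMSO wells without peroxide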
hiPSC survival: hiPSC single-cell survival enhancement; ATPlite luminescence; 100% = ROCK inhibitor wells, 0% = DMSO; survival enhancement, % at 20 µM; hit rate 0.044% among 360,000; AID 602274; in the data active = survival enhancement above about 18%;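 also: cells exposed to compounds for 16 hours before the ATP read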
HIF-2a inh: HIF-2a inhibition; 786-0 RCC cells HIF-2a reporter, luciferase luminescence, overnight; inhibition, % at 18.8 µM; hit rate 0.72% among 360,000; AID 624352;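 active = inhibition of the luminescence signal of 40% or more relative to plate controls, in a single-dose primary screen at 18.75 µM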
MITF TRPM1 inh: inhibitors of MITF-driven TRPM1 promoter in melanoma cells; SK-MEL-5 TRPM1 promoter luciferase, 24 h; inhibition, % at 12.5 µM; hit rate 0.83% among 330,000; AID 488899;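 active = mean inhibition across replicates of 60% or more, whatever share of single replicates reaches that level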; also: values of inactives mirror those of a sister screen read the other way
NR2E3 ag-1: agonists of human nuclear receptor NR2E3; Q9Y5X4; GST-NR2E3/biotin-RetCOR TR-FRET, 1536-well; inhibition of corepressor binding, % at 4.78 µM; hit rate 0.12% among 320,000; AID 2300;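 active = percent inhibition above the cutoff of mean plus 3 SD of all tested compounds, set per screening campaign, cut at about 20% in these data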;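 also: 0% = DMSO wells and 100% = biotin wells as full block of FRET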
Target sequence (Q9Y5X4 whole entry, looked up): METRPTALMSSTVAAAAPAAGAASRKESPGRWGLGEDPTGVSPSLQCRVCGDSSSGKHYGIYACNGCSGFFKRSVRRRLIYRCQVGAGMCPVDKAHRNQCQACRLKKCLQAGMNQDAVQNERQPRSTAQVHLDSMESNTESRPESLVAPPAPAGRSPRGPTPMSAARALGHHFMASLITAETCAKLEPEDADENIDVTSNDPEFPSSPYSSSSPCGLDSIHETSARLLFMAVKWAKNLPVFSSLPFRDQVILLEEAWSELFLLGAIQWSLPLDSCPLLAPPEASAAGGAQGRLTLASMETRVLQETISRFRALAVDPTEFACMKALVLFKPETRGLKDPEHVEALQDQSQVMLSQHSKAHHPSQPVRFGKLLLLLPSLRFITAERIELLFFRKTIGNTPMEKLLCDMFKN
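Test system: GST-NR2E3 and biotin-RetCOR proteins | Quantity: 1.35 nM GST-tagged NR2E3 final | Medium: Tris pH 7.5 | Also added: 7 nM biotin-RetCOR | Dosing: Compound at 4.8 µM, single dose | Timing: 5 h at 4 °C | Detection: Time-resolved FRET | Read-out basis: Percent inhibition | Benchmarks: Biotin wells as high control, 0.6% DMSO wells as low control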
m5-HT2A agonist: mouse HTR2A agonism via beta-arrestin recruitment; activation, % at 7.6 µM; P35363; hit rate 0.66% among 360,000; CHO-K1 mHTR2A beta-arrestin complementation, luminescence; percent of 30 µM serotonin response;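 active = activation above a run cutoff, the mean activation of all tested compounds plus 3 SD, cut at about 14% in these data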;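 also: 0% = plate median of compound wells and 100% = 30 µM serotonin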
Shn3 inh set2: Schnurri-3 reporter inhibition in Clone20 osteoblasts | Clone20 osteoblast Shn3 3'UTR firefly luciferase, 24 h | inhibition, % at 12.5 µM | hit rate 0.52% among 360,000;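 active = mean inhibition of at least 75% with every replicate also reaching 75%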;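 also: 0% = median of neutral control wells and 100% = pilot-screen positive control compound; some compounds past the cut are filed as inactive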
CaV13 ICDI inh: Disruptors of the CACNA1D IQ motif to Ca2+-dependent inactivation inhibitor domain association, primary screening, Förster resonance energy transfer in intact living …; HEK cells, CFP/YFP FRET ICDI-IQ, plate reader, 10 min; percent FRET-ratio fall versus neutral wells; inhibition, % at 12.3 µM; hit rate 0.098% among 340,000;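 active = mean replicate inhibition of at least 30% and at least 1% of replicates passing that level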;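 also: 0% = median of the neutral control wells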
PDI turbidity: PDI (human) enzyme inhibition | PDI insulin aggregation turbidity, A650, 90 min | inhibition, % at 10 µM | hit rate 0.052% among 350,000 | AID 588391;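 active = mean inhibition across replicates of 30% or more, whatever share of single replicates reach that level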;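 also: absorbance from insulin aggregation driven by PDI reduction with DTT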
Target sequence (P07237 whole entry, looked up): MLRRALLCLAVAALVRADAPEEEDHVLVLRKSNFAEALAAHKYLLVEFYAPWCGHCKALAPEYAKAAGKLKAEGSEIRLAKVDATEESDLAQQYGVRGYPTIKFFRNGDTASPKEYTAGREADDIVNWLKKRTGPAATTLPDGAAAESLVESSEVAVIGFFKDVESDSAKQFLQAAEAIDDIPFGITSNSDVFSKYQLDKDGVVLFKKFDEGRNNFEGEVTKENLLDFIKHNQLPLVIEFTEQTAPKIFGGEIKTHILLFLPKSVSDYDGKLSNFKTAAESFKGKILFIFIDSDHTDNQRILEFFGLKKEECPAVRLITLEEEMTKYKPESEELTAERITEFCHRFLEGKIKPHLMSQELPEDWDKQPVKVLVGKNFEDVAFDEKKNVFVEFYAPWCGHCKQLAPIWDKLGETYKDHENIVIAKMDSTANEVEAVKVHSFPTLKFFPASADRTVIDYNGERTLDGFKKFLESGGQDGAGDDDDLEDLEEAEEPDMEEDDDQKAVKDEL
NR2E3 ag-2: agonists of human NR2E3 nuclear receptor. Q9Y5X4. CHO-S Gal4-NCOR/VP16-NR2E3 two-hybrid, luciferase. inhibition of corepressor binding, % at 3.98 µM. hit rate 0.35% among 360,000. AID 602229;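 active = inhibition above the mean of all tested compounds plus 3 SD, cut at about 70% in these data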;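 also: 0% = DMSO with NR2E3 transfected cells and 100% = cells lacking NR2E3 construct; higher means lower luciferase signal from less NR2E3 corepressor binding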
Peg3 prom inh: Peg3 promoter activity inhibition; HeLa PEG-Prom luciferase reporter, luminescence, overnight; inhibition, % at 20 µM; hit rate 1.7% among 360,000; AID 588405;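 active = inhibition of at least 50% at 20 µM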
Active calls of the source: *; nt = not tested or not shown.

The line under a structure holds: Cardio protect | hiPSC survival | HIF-2a inh | MITF TRPM1 inh | NR2E3 ag-1 | m5-HT2A agonist | Shn3 inh set2 | CaV13 ICDI inh | PDI turbidity | NR2E3 ag-2 | Peg3 prom inh
CC(=O)c1ccc(N2CCN(S(=O)(=O)c3c(C)[nH]c(C)c3C(=O)N3CCCC3)CC2)cc1
    4 | -0.1 | -12 | -15 | -1 | 1 | -69 | -16 | -8 | -34 | -14
COC(=O)c1cc(=O)nc(NN=C2c3ccccc3-c3ccccc32)s1
    -16 | -0.6 | -42 | nt | nt | 0 | 13 | 2 | nt | 3 | 40
CC1(C)CC(NC(=O)C2CCN(S(=O)(=O)c3ccccc3C(F)(F)F)CC2)CC(C)(C)N1
    8 | 0.9 | 12 | 4 | -1 | -9 | -16 | -2 | 7 | -8 | -6
Cc1ccc(-n2nc3c(=O)n(CC(=O)NCCC4=CCCCC4)nc(C)c3c2C)cc1
    -12 | 0.5 | -8 | 34 | -1 | -6 | 27 | -3 | -2 | 6 | 13
[NH-]c1ncnc2c1N=C[N+]2=CC=CCO
    1 | -0.9 | 3 | 0 | nt | -3 | -10 | -14 | 1 | 14 | 18
COc1cc(C2C(C#N)=C(N)N(c3sc4c(c3C#N)CCCC4)C3=C2C(=O)CC(C)(C)C3)cc(OC)c1OC (centres undefined)
    7 | -2.5 | 12 | 29 | 0 | 7 | 7 | nt | 1 | -14 | 15
O=C(Nc1ccc2c(c1)OCO2)c1ccccc1
    -4 | -0.3 | -170 | -57 | 4 | 6 | -78 | -5 | 9 | -106 | -237
NS(=O)(=O)c1ccc(CCN=C(NS(=O)(=O)c2cccs2)c2ccccc2)cc1
    2 | -0.8 | 16 | -5 | -1 | -2 | 18 | 0 | -1 | -15 | 3
CSCCC(=O)N1CCC(n2nccc2NC(=O)CCCc2ccccc2)CC1
    -1 | -0.4 | -68 | -13 | 4 | 1 | -3 | -4 | -10 | -15 | -43
CSc1ncnc2c1cnn2-c1ccc(C)cc1C
    4 | -0.6 | -140 | -10 | 3 | 0 | -27 | -2 | -5 | -22 | -102
Cn1c(=O)c2c(nc(CN3CCc4ccccc4C3)n2Cc2ccccc2)n(C)c1=O
    11 | 12 | 31 | 8 | 2 | -3 | 18 | nt | 1 | -16 | 30
C=CCNc1oc(-c2cccc(F)c2)nc1C#N
    19 | 12 | -4 | -6 | nt | 3 | 80 | -10 | -8 | -11 | 1
CCOc1ccccc1NC(=S)NC(=O)c1ccco1
    -2 | 1.1 | -12 | 9 | nt | 5 | -30 | -6 | 10 | -29 | -14
O=C(NCc1cccc(Cl)c1)C1Cc2c(-c3cccc(F)c3)ccnc2O1 (centres undefined)
    2 | 1.2 | 10 | nt | nt | -4 | 13 | -5 | 1 | -26 | 22
CC1CC(C)CN(C(=O)C(NS(=O)(=O)c2ccc(Br)s2)c2ccccc2)C1 (centres undefined)
    -4 | -0.3 | 18 | 15 | -2 | 1 | 15 | -1 | 3 | -1 | 17

Whole records, looked up by structure. Values in the order: Cardio protect	hiPSC survival	HIF-2a inh	MITF TRPM1 inh	NR2E3 ag-1	m5-HT2A agonist	Shn3 inh set2	CaV13 ICDI inh	PDI turbidity	NR2E3 ag-2	Peg3 prom inh
Profile of `NS(=O)(=O)c1ccc(CCN=C(NS(=O)(=O)c2cccs2)c2ccccc2)cc1` : 2	-0.8	16	-5	-1	-2	18	0	-1	-15	3
Profile of `CSCCC(=O)N1CCC(n2nccc2NC(=O)CCCc2ccccc2)CC1` : -1	-0.4	-68	-13	4	1	-3	-4	-10	-15	-43

Carrying on.
The line under a structure holds: Cardio protect | hiPSC survival | HIF-2a inh | MITF TRPM1 inh | NR2E3 ag-1 | m5-HT2A agonist | Shn3 inh set2 | CaV13 ICDI inh | PDI turbidity | NR2E3 ag-2 | Peg3 prom inh
C/C(=N\NC(=O)c1ccc(Cl)c(Cl)c1)c1ccc(Br)s1
    6 | -0.6 | -3 | 9 | -1 | 2 | 13 | -6 | -22 | -1 | 25
CCN(CC)CCCNc1nc2ccccc2c2[nH]c3ccc(OC)cc3c12
    -11 | -3.7 | 35 | 102* | nt | -5 | 92* | -6 | 60* | -38 | 99*
O=C(Nc1ccccc1)Nc1cccc(C(F)(F)F)c1
    -11 | -1.2 | -188 | -44 | 5 | -6 | 1 | 3 | 0 | -30 | -90
CCOC(=O)N1CCN(C(=O)c2c(O)c3cccc4c3n(c2=O)CC4)CC1
    -1 | 6.4 | 9 | 9 | 2 | 2 | 1 | nt | 7 | -6 | 0
CNS(=O)(=O)c1cccc(C(=O)OCC(=O)Nc2nc(OC)cc(OC)n2)c1
    8 | -0.3 | -1 | -5 | nt | 3 | 4 | -3 | -5 | -1 | -9
O=C(Nc1ccccc1)OC1CCC2CC1CCC2OC(=O)Nc1ccccc1 (centres undefined)
    -12 | -0.5 | -4 | -1 | -1 | -5 | 59 | -18 | 30 | 14 | 48
CCOc1ccc(C(C(=O)NC2CCCCC2)N(C(=O)c2csnn2)C2CC2)cc1 (centres undefined)
    0 | 0.1 | 6 | 14 | -4 | 3 | -13 | -2 | -9 | 17 | 2
Cc1cc(C)c(S(=O)(=O)N2CCCOC2CNC(=O)C(=O)NCc2cccnc2)c(C)c1 (centres undefined)
    7 | -3.2 | 5 | 14 | 0 | 0 | -1 | -4 | 7 | -19 | 5
CCOC(=O)[C@@H]1[C@H]2COc3ccc(Br)cc3[C@H]2N2C(=O)N(c3ccc(F)cc3)C(=O)[C@]12C
    -6 | 2.2 | 15 | nt | 0 | -1 | 37 | -5 | 3 | -4 | 3
COc1ccc(C(=O)Nc2nnc(SCC(=O)NC3CCCC3)s2)c(OC)c1
    -14 | -0.6 | -115 | 13 | 4 | -3 | -36 | nt | -2 | -82 | -115
COc1cc(CN2CC(=O)N(c3ccc(C)c(Cl)c3)C2=S)cc(OC)c1OC
    -4 | -0.3 | 15 | -8 | 3 | -3 | 33 | -2 | -2 | 8 | -1
O=C(C1CCCCC1)N1CCN(c2ccnc3cc(Cl)ccc23)CC1
    -24 | -0.7 | 18 | 15 | 1 | 5 | 29 | -26 | 0 | 30 | 9
Cc1cc2nc(C)n(CCCNC(=O)Nc3ccc(C#N)cc3)c2cc1C
    0 | -1.0 | 15 | 2 | 0 | 44* | 5 | -7 | 0 | -14 | -2
CCC(=O)N1c2ccc(S(=O)(=O)N3CCOCC3)cc2CC1C (centres undefined)
    -3 | -0.3 | 11 | 11 | -2 | -5 | -17 | -17 | -6 | -3 | 6
COc1ccc(C(CNC(=O)c2cccc(NS(=O)(=O)c3ccc(C)c(F)c3)c2)N(C)C)cc1 (centres undefined)
    0 | -0.5 | -22 | -1 | 2 | -5 | 2 | -18 | 7 | -15 | -41
O=C(CNC(=S)N(Cc1ccccc1)Cc1ccccc1F)NCCc1ccc(Cl)cc1
    -3 | -0.7 | 13 | 7 | 1 | -4 | 18 | -2 | 2 | 28 | 45
Nc1ccccc1SC1CC(=O)N(Cc2ccccc2)C1=O (centres undefined)
    4 | 0.6 | 6 | 3 | -1 | -2 | -3 | -5 | 0 | 8 | -2
CC(=O)N1C[C@H]2CON(C)[C@H]2C[C@H]1c1cccc(-c2cc(Cl)cc(Cl)c2)c1
    10 | -0.9 | 4 | nt | nt | -5 | 28 | -5 | -4 | 8 | 10
C/C(=N/NC(=O)c1ccc2c(c1)OCO2)c1cccc(NC(=O)C(C)(C)C)c1
    -16 | -1.2 | -75 | -9 | -1 | -7 | -35 | -4 | 9 | -96 | -83
Cc1ccc(-c2nn(-c3ccccc3)cc2C(=O)NCCCN2CCOCC2)cc1
    5 | -0.3 | -19 | 5 | -1 | -9 | 3 | -6 | -2 | -12 | -16
COc1cc(NC(=O)NCC2CCN(Cc3ccc(C)cc3)CC2)cc(OC)c1OC
    4 | -0.8 | 7 | -11 | -1 | -4 | -3 | -4 | 4 | 13 | 15
[O-][n+]1nc2ccccc2c2ccccc21
    6 | -3.1 | -29 | 4 | nt | -4 | -10 | -3 | 4 | -1 | -37
CCCn1nc(C(=O)OCC(=O)Nc2ccc(C)cc2)c2ccccc2c1=O
    4 | -3.1 | 8 | -11 | nt | 2 | -21 | -6 | 8 | -13 | -4
CC1(c2ccc(Cl)cc2)NC(=O)N(CC(=O)NCCC2=CCCCC2)C1=O (centres undefined)
    1 | -0.6 | 5 | 11 | 0 | -7 | 17 | -5 | 3 | 14 | -20
Fc1cc(Br)ccc1Nc1nc2ccccc2n2nnnc12
    1 | 1.7 | -144 | nt | -2 | 0 | -31 | -5 | 11 | -62 | -107
CCOC(=O)n1c(SCC(=O)N(CC)CC)nc2ccccc21
    10 | 1.0 | -34 | -15 | -1 | 5 | -13 | nt | -5 | 17 | -30
COc1cccc(CNC(=O)CCNS(=O)(=O)c2cccc3nonc23)c1
    -8 | 0.2 | 7 | 8 | 2 | 3 | -58 | -7 | -2 | -10 | 3
COc1ccc(C(C#N)=C2C=CC(=NO)C(C)=C2Cl)cc1
    3 | -1.3 | -27 | -4 | nt | -6 | 16 | -7 | -7 | -32 | 12
O=c1ncn(-c2cccc(Cl)c2)c2ccccc12
    6 | 0.0 | 15 | -3 | 1 | 8 | -6 | 0 | 4 | 13 | 18
NC(=S)N/N=C/c1ccc(-c2ccccc2)o1
    11 | -0.9 | -103 | -15 | -6 | -6 | -20 | -7 | -4 | -19 | -53
Cc1cccc(OCC(=O)NCC(=O)N/N=C/c2ccccc2)c1
    -6 | 0.2 | 4 | -25 | 1 | 7 | 14 | -3 | 9 | -11 | -7
Cc1cc(S(=O)(=O)N2CCCC2)ccc1OCC(=O)N1CCCCC1
    -1 | -0.5 | 9 | 4 | 2 | 5 | 0 | -6 | -16 | -7 | 14
CCC(CO)NC(=O)c1cccc(S(=O)(=O)N2c3ccccc3CC2C)c1 (centres undefined)
    3 | 3.8 | 3 | 0 | 2 | -2 | 10 | -5 | -8 | 18 | 5
O=P1(Nn2cnnc2)C=C(c2ccccc2)OC(c2ccccc2)=C1
    3 | 8.3 | 12 | 3 | 2 | -2 | 8 | nt | -1 | -9 | 14
CC(=O)Nc1ccc(S(=O)(=O)N2CCc3c(Cl)cccc3C2)cc1
    -20 | 0.8 | 8 | 15 | 1 | -10 | 22 | -6 | -3 | 36 | 20
CC1CN(S(=O)(=O)c2cccc(C(=O)OCC(=O)NCc3ccccc3)c2)CC(C)O1 (centres undefined)
    0 | -0.4 | 9 | 0 | 6 | -8 | -13 | -2 | 4 | -28 | 17
COCCCNC(=O)C(=O)NC1CCCCC1C (centres undefined)
    8 | -0.9 | 8 | 7 | -1 | 1 | -2 | -8 | 8 | -28 | 6
C#CCN1C(=O)C(O)(CC(=O)/C=C/C=C/c2ccccc2)c2ccccc21 (centres undefined)
    -7 | -0.1 | 24 | 2 | 0 | -1 | -6 | 2 | 3 | 10 | 2
O=[N+]([O-])c1ccccc1S(=O)(=O)Oc1ccc(C(=S)N2CCOCC2)cc1
    -5 | -0.5 | -13 | -3 | 2 | 3 | 3 | 5 | -3 | 8 | -2

Screening data as filed in PubChem BioAssay.
